Screening results from PubChem BioAssay.
Growth percent in the NCI-60 one-dose screen (48 h, 10 µM unless noted): 100 = growth as untreated, 0 = no growth, -100 = all killed.
SK-MEL-5: SK-MEL-5 melanoma | hit rate 6.4% among 80,000
HOP-62: HOP-62 NSCLC | hit rate 3.9% among 80,000 | AID 1794735
EKVX: EKVX NSCLC. hit rate 3% among 71,000. AID 1794765
M14: M14 melanoma; hit rate 6.2% among 80,000
SK-MEL-2: SK-MEL-2 melanoma. hit rate 4.7% among 77,000. AID 1794763
HOP-92: HOP-92 NSCLC cells | AID 1794738 | hit rate 6.3% among 71,000
A549/ATCC: A549/ATCC NSCLC. hit rate 3.7% among 81,000. AID 1794740
SK-MEL-28: SK-MEL-28 melanoma | hit rate 4.1% among 81,000 | AID 1794761
An asterisk follows results filed as active; nt = not tested or not shown; & = joins results of further samples; [ ] = another dose, or the depositor's remark. Rule for the calls: active = growth percent below 10; inactive = the rest.

SMILES	SK-MEL-5	HOP-62	EKVX	M14	SK-MEL-2	HOP-92	A549/ATCC	SK-MEL-28
Nn1c(=O)n(-c2cccc(C(F)(F)F)c2)c(=O)c2cc(-c3ccc(F)cc3F)ccc21	-52*	2.3*	3.6*	17	-22*	-36*	5.1*	28
Nc1nnc(-c2c[nH]c3ncccc23)c(-c2c[nH]c3ccccc23)n1	65	61	74	69	111	56	70	82
CC1CC(C#N)C(=O)O1 (stereo unspecified)	nt	98	97	85	97	90	98	111
Clc1ccc(Nc2n[nH]c(-c3ccccc3)n2)c(Cl)c1	90	71	56	85	93	60	92	98
COc1cc(-c2nc(-c3ccccc3)c(-c3ccccc3)[nH]2)ccc1OC1CCCC1	66	96	nt	66	92	70	70	95
COc1cc2c(cc1OC)C(=O)C(CC1CCN(C(=O)Nc3ccc(Cl)cc3)CC1)C2 (stereo unspecified)	88	103	97	93	101	86	89	98
Oc1c(CCl)cc(Cl)cc1Cc1cc(Cl)cc(Cc2cc(Cl)cc(CCl)c2O)c1O	-1.9*	57	21	27	-17*	-18*	46	30
CC(C)NC(=O)OCc1c(COC(=O)NC(C)C)c2n(c1-c1ccc(Cl)c(Cl)c1)CCS2=O (stereo unspecified)	90	98	96	113	113	110	102	111
N#C/C(=C\c1ccc(O)cc1)n1nc2cccc(F)c2n1	96	99	91	97	102	72	90	93
CC(C)C[C@H](NC(=O)[C@@H]1CSSC[C@@H]2NC(=O)[C@H](CC(C)C)NC(=O)[C@H](CCC(=O)O)NC(=O)[C@@H](NC(=O)[C@H](CC(=O)O)NC(=O)[C@H](CC(=O)O)NC(=O)[C@@H](N)CC(N)=O)CSSC[C@H](NC(=O)[C@H](C)NC(=O)[C@H](C(C)C)NC(=O)[C@H](CC(N)=O)NC(=O)[C@H](C(C)C)NC2=O)C(=O)N[C@@H]([C@@H](C)O)C(=O)NCC(=O)N1)C(=O)O	113	114	111	93	89	77	88	111
O=c1[nH]c(=O)n(C2OC(CO)C(O)C2O)cc1Br (stereo unspecified)	98	99	102	99	97	97	93	107
CCOC(=O)C1=C(C)Nc2nc3ccccc3n2C1c1ccc(OC)cc1 (stereo unspecified)	98	101	94	104	102	99	94	108
CCCCOc1nc(-c2cccnc2)nc2c1sc(=S)n2-c1ccccc1	99	nt	103	104	104	nt	84	112
c1cncc(C2SCCCS2)c1	94	100	98	129	95	82	100	94
O=C(Nc1nonc1-c1ccccc1)c1ccc(C(F)(F)F)cc1	66	81	85	71	65	nt	87	77
Cc1cc(Br)ccc1S(=O)(=O)c1ccccc1	100	99	nt	105	103	83	95	100
CN1C(=O)[C@H]2c3c(cccc31)[C@H]1C(=O)[C@H](CCC1(C)C)C2(C)C	105	88	92	92	92	nt	105	106
CC(C)(C)OC(=O)N1C/C(=C\c2ccoc2)C(=O)/C(=C/c2ccoc2)C1	100	94	102	94	96	100	102	102
CC(=O)/C(N=Nc1cccc2c1C(=O)c1ccccc1C2=O)=C(\C)O	106	95	nt	98	101	91	100	110
Cn1c(=O)c2c(nc(OCCc3ccccc3)n2C)n(C)c1=O	108	101	90	114	105	76	92	98
CC1(C)C(=O)/C(=C\c2cccnc2)C[C@]2(C)[C@H]3CC[C@@H]4[C@H]5[C@H](C(=O)/C=C/c6cccnc6)CC[C@]5(C(=O)O)CC[C@@]4(C)[C@]3(C)CC[C@@H]12	-73*[100 µM]	-67*[100 µM]	-73*[100 µM]	-38*[100 µM]	-55*[100 µM]	-64*[100 µM]	-14*[100 µM]	-72*[100 µM]
OCc1ccnc2ccccc12	103	97	110	93	105	nt	109	107
Clc1ccccc1C1=NN(c2ccc(-c3ccccc3)nn2)C(c2ccccc2)C1 (stereo unspecified)	85	90	91	93	102	87	91	99
CCCCCCCCCCCCc1ccc([N+](CC)(CC)CC)cc1	-75*	nt	41	32	43	41	61	29
Cc1cc(C)c(N)c(Br)c1	96&103	165&93	97&110	103&103	99&97	82	106&104	102&110
N/C(Cc1nc2ccccc2s1)=N/O	93	89	87	90	88	90	96	88
COc1ccc(/C=c2\nc3n(-c4ccccc4)c4nnc(NN)n4n-3c2=O)cc1	96	98	92	98	103	92	107	106
CC1[C@H]2[C@H](C[C@H]3[C@@H]4CC=C5c6sc(Nc7ccccc7F)nc6CC[C@]5(C)[C@H]4CC[C@@]32C)O[C@]12CC[C@@H](C)CO2 (stereo partly specified)	-58*	-62*	-53*	-88*	-83*	-59*	-64*	-97*
COc1cccc2c1nc1n2C(c2c(F)cccc2Cl)SC1 (stereo unspecified)	47	97	64	95	52	23	90	109
COc1ccccc1/C=C/C=N/N1C(=O)NC2C1N(C)C(=S)N2C (stereo unspecified)	93	92	74	nt	102	89	101	107
O=c1onc(-c2cc3ccccc3nc2Cl)n1-c1ccccc1	75	81	74	96	88	86	90	107
COc1ccc2c(-c3ccc(F)cc3)c(C#N)c(=NC(C)=O)oc2c1	25	63	63	20	26	71	53	70
O=C1/C(=N/O)Cc2ccccc21	104	90	nt	102	109	76	98	105
Cn1c2c(c(=O)n(C)c1=O)NC1(N2)C(=O)Nc2ccccc21 (stereo unspecified)	98	75	62	90	91	nt	99	117
CC(=O)OC1C=CC(=O)OC1C1OC1C (stereo unspecified)	104	103	102	106	106	114	96	111
COc1ccc(C(=O)n2nc(-c3ccncc3)nc2N)cc1	101	nt	93	96	103	99	97	95
COc1ccc(OC)c(/C=C/C(=O)c2c(C)nc3ccccc3c2/C=C/c2ccccc2)c1	83	91	79	82	72	49	56	95
OC1(Cc2ccccc2)CCNCC1	106	96	138	103	nt	115	98	120
N#Cc1c2c(nn(-c3ccccc3)c1=O)C(O)=C([N+](=O)[O-])C(c1ccc([N+](=O)[O-])cc1)C2 (stereo unspecified)	95	97	99	103	92	100	100	103
C=CC(=O)N[C@H](/C=C/C(=O)OCC)Cc1ccc(-c2cc(Cl)cc(Cl)c2)cc1	73	88	91	89	90	74	76	113

Structures listed so far that have an NH in an aromatic ring, in the order listed:
SMILES	SK-MEL-5	HOP-62	EKVX	M14	SK-MEL-2	HOP-92	A549/ATCC	SK-MEL-28
Nc1nnc(-c2c[nH]c3ncccc23)c(-c2c[nH]c3ccccc23)n1	65	61	74	69	111	56	70	82
Clc1ccc(Nc2n[nH]c(-c3ccccc3)n2)c(Cl)c1	90	71	56	85	93	60	92	98
COc1cc(-c2nc(-c3ccccc3)c(-c3ccccc3)[nH]2)ccc1OC1CCCC1	66	96	nt	66	92	70	70	95
O=c1[nH]c(=O)n(C2OC(CO)C(O)C2O)cc1Br (stereo unspecified)	98	99	102	99	97	97	93	107

Following part
SMILES	SK-MEL-5	HOP-62	EKVX	M14	SK-MEL-2	HOP-92	A549/ATCC	SK-MEL-28
CCOC(=O)c1ccc(S(=O)(=O)N(C)c2oc(-c3cccc4ccccc34)nc2C#N)cc1	100	103	104	115	111	115	108	110
C[C@@H]1C(=O)O[C@H]2[C@H]1CC/C(COC(=O)OC/C1=C/CC[C@@]3(C)O[C@H]3[C@H]3OC(=O)[C@@H](C)[C@@H]3CC1)=C\CC[C@@]1(C)O[C@@H]21	101	110	98	108	107	83	98	111
CCN(CC)CCOC(=O)c1ccc(NC(=O)OCCCCOC(=O)Nc2ccc(C(=O)OCCN(CC)CC)cc2)cc1	98	115	91	103	123	86	93	103
CCOC(=O)/C(C)=C\c1ccc(OC)c(OC)c1	nt	105	102	105	112	94	101	108
CCCCCCCCCCCCCCCCNCCO[C@@H]1C[C@H](n2cc(C)c(=O)[nH]c2=O)O[C@@H]1C(=O)NCCCC[C@@H](NC(=O)[C@@H](C)NC(=O)[C@@H](CCCCN)NC(=O)[C@@H](C)NC(=O)[C@@H](CC(C)C)NC(=O)[C@@H](CCCCN)NC(=O)[C@@H](C)NC(=O)[C@@H](CC(C)C)NC(=O)[C@@H](CCCCN)NC(=O)[C@@H](CCCCN)NC(=O)[C@@H](C)NC(=O)[C@@H](CC(C)C)NC(=O)[C@@H](CCCCN)NC(=O)[C@@H](C)NC(=O)[C@@H](CC(C)C)NC(=O)[C@@H](CCCCN)NC(=O)CCCCCN)C(N)=O	105[2.13 µM]	99[2.13 µM]	103[2.13 µM]	98[2.13 µM]	111[2.13 µM]	87[2.13 µM]	69[2.13 µM]	102[2.13 µM]
COc1cc(/C=C/c2cc(/C=C/c3ccc(O)c(OC)c3)n(-c3ccccc3)c(=O)n2)ccc1O	nt	86	71	86	79	79	91	79
CCOC(=O)C1CSC(C)(C(=O)OCC)N1 (stereo unspecified)	101	91	95	99	99	85	99	107
CC1=NN(c2cccc(Cl)c2)C(=O)/C1=C\c1coc2ccc(C(C)C)cc2c1=O	100	84	112	99	101	95	99	104
CN(C)CSC1=NCCS1	94	90	93	98	119	83	90	110
CN1CCN(Cc2ccc(NC(=O)c3cncc(C#Cc4ncc5cnccn45)c3)cc2C(F)(F)F)CC1	55	34	77	9.3*	-13*	11	74	38
COc1cc(-c2cc(-c3ccc(Cl)cc3)nc3nc(N)[nH]c(=O)c23)ccc1Oc1ccnc2cc(Cl)ccc12	93	119	nt	104	110	nt	85	97
O=C1NC(=O)C(CC(=O)n2c(-c3ccccc3)nc3ccccc32)C(=O)N1	101	94	94	108	101	98	101	108
O=C(NCCc1ccccc1)C(O)C(Cc1ccccc1)N(Cc1ccccc1)Cc1ccccc1 (stereo unspecified)	80	75	44	nt	86	60	46	84
O=C(Cn1nc(-c2ccccc2)ccc1=O)N/N=C/c1ccc(N2CCOCC2)cc1	92	96	95	102	98	nt	95	104
COc1ccc(-c2csc(NC(=O)c3ccccc3CN3C(=O)c4ccccc4C3=O)n2)cc1	95	91	93	101	98	82	81	102
COc1ccc(-c2cc(-c3ccccc3)nc(Nc3nc4ccccc4[nH]3)n2)cc1	104	nt	113	106	111	94	109	117
C#CC(C)(O)C(C)(C)C (stereo unspecified)	105	108	100	108	136	83	98	112
C=C1CCC2C3(C)COC(c4c(F)cccc4F)OC3CCC2(C)C1C/C=C1/C(=O)OCC1O (stereo unspecified)	-66*	-14*	3.9*	-24*	-45*	4.6*	10	-51*
CCN(CC)CCC(C#N)(CCN(C)C)c1ccccc1 (stereo unspecified)	96	99	91	107	114	111	101	108
Cc1[nH]c(C)c2ccc(=O)ccc12	75[100 µM]	83[100 µM]	89[100 µM]	85[100 µM]	91[100 µM]	88[100 µM]	102[100 µM]	81[100 µM]
CN1CCN(c2ccc(Nc3nc(NCCCNS(=O)(=O)c4cccc(F)c4)c4sccc4n3)cc2)CC1	-78*	97	83	-62*	97	59	45	-77*
Cc1nc(-c2ccccc2)ccc1-c1nnc(SCc2ccccc2)o1	100	105	100	104	109	83	100	101
Nc1n[nH]c2cccc(C#Cc3cccc(NC(=O)c4cccc(Cl)c4)c3)c12	nt	34	45	16	13	9.5*	25	43
COc1cc(/C=C/C(=O)/C=C(O)/C=C/c2ccc(OC(=O)C34CC5CC(CC(C5)C3)C4)c(OC)c2)ccc1O	99	120	100	96	116	108	85	104
S=C(c1ccc2c(c1)OCO2)N1CCN(c2ccccc2)CC1	72	67	98	77	92	88	97	81
CC(C)[C@H](NC(=O)Cn1cc(C(=O)O)nn1)C(=O)O	99	108	94	108	127	99	97	111
COc1ccc(CCN2C(=O)/C(=C/c3csc(C#N)n3)SC2=S)cc1OC	74	111	80	2.1*	86	-5.2*	95	19
COc1ccncc1C(=O)Nc1ccc(-n2cnc3ccccc32)cc1	98	96	102	98	101	92	90	107
C#CC(C)(O)c1ccccc1 (stereo unspecified)	107	108	119	nt	104	96	100	106
N#C/C(=C\c1cccc(C#N)c1)c1ccccc1	101	93	91	104	112	120	89	115

Limited to SK-MEL-28, HOP-92 and EKVX, for 5 of the compounds above:
mol,SK-MEL-28,HOP-92,EKVX
S=C(c1ccc2c(c1)OCO2)N1CCN(c2ccccc2)CC1,81,88,98
CC(C)[C@H](NC(=O)Cn1cc(C(=O)O)nn1)C(=O)O,111,99,94
COc1ccc(CCN2C(=O)/C(=C/c3csc(C#N)n3)SC2=S)cc1OC,19,-5.2*,80
COc1ccncc1C(=O)Nc1ccc(-n2cnc3ccccc32)cc1,107,92,102
C#CC(C)(O)c1ccccc1 (stereo unspecified),106,96,119

(further entries)
SMILES	SK-MEL-5	HOP-62	EKVX	M14	SK-MEL-2	HOP-92	A549/ATCC	SK-MEL-28
C=CCn1c(C)nc2cc(Nc3nc(NCCO)nc4ccccc34)ccc21	75	83	nt	93	102	58	92	101
COc1ccc(-c2nc3ccccc3n2CC(=O)N=Nc2c(O)[nH]c3ccc(OC)cc23)cc1	23	67	78	65	24	-7.9*	37	81
CN(C)CCNC(=O)c1cccc(-c2cnc3ccc(-c4ccc5c(c4)OCO5)nn23)c1	91	88	90	68	70	72	87	100
COC(=O)C[N+](C)(C)Cc1nc(C#N)c(N(C)C)o1	104	87	105	108	118	90	92	95
COc1cc([N+](=O)[O-])ccc1NC(=O)N(C)Cc1ccccc1	90	111	nt	105	107	113	101	107
Cn1cccc1/C=N/NC(=O)Cn1c2ccccc2c2ccncc21	103	102	107	105	99	93	89	108
COc1cc(C2NC(=S)NC(C)=C2C(=O)OC(C)C)cc(OC)c1OC (stereo unspecified)	109	94	90	95	103	102	102	107
O=C(O)c1cccnc1	103&109&109	105&92&101	102&101&108	101&117&100	109&114&121	89&90	106&102&103	103&107&110
COc1ccc(-c2nc(SCCC(C)C)nc(N/N=C\c3ccccc3Cl)c2C#N)cc1	98	110	100	112	102	74	100	114
O=S(=O)(c1ccc(Cl)cc1)c1cc(O)ccc1O	103	86	94	93	88	62	101	103
COc1cccc(/C(C)=C2\SC(=S)NC2=O)c1	106	108	111	111	94	nt	102	106
Clc1ccc2oc3c(OCCCn4ccnc4)c4ccccc4nc3c2c1	93	87	72	94	112	53	62	90
